High-throughput results as filed in PubChem BioAssay.
NOD2 RIPK2 PPI: blocks binding of human NOD2 to RIPK2 | CHO BLA complementation NOD2-RIPK2, CCF4 ratio | O43353 | inhibition, % at 4.98 µM | actives 0.38% (n = 360,000); in the data active = inhibition above about 21%;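 note: 0% = vehicle only and 100% = reference blocker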
ABCB6 inh MLPCN: human ABCB6 transporter inhibition; fluorescence ratio to DMSO, % at 10 µM; actives 0.19% (n = 360,000); K562-ABCB6 porphyrin accumulation, flow cytometry, 1 h; hits give low values;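 active = fluorescence ratio to DMSO below 75%, the collection mean minus 3 SD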;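 note: signal is porphyrin accumulated inside mitochondria; 100% equals median channel fluorescence of DMSO control wells; lower ratio means ABCB6 inhibition with less porphyrin fluorescence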
Target sequence (Q9NP58 whole entry, looked up): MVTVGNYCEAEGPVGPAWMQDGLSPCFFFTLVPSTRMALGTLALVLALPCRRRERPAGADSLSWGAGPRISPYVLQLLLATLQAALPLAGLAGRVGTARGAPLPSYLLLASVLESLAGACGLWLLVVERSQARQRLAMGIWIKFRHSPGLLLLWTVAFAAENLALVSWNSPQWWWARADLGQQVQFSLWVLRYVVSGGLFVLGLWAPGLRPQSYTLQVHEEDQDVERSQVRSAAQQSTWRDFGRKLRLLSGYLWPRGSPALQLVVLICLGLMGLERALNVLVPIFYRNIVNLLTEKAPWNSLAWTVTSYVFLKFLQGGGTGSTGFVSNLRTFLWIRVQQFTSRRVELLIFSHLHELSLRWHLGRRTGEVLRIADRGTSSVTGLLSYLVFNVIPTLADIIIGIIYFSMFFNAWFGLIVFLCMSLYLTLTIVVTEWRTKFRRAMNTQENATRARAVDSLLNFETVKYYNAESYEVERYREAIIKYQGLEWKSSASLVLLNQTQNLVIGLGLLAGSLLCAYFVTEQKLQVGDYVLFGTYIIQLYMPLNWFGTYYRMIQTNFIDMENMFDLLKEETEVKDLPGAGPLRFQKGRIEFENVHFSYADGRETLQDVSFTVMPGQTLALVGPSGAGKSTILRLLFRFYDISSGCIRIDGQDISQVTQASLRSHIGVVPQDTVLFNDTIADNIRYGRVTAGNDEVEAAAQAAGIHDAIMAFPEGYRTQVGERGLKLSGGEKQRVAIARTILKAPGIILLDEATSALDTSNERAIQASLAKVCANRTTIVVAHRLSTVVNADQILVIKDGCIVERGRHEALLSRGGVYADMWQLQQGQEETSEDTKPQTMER
N-glyco inh: N-linked glycosylation inhibition; D54 ERlucT glycosylation luciferase reporter, 24 h; percent of 100 nM tunicamycin response; actives 0.23% (n = 360,000); reporter increase, % at 12.5 µM;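 active = mean luciferase reporter signal, scaled so untreated is 0 and the glycosylation-blocking control 100, at or above a set limit in every replicate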;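 note: luciferase carries N-glycosylation sites so blocking glycosylation raises the light; 0% = median of neutral control wells and 100% = median of 100 nM tunicamycin wells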
Exocytosis inh: blocks lytic granule exocytosis | TALL-104 LAMP-1 surface exposure, flow cytometry; cells stimulated with thapsigargin and PMA | inhibition, % at 10 µM | actives 0.66% (n = 360,000) | AID 651702;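 active = inhibition above about 55%, limit read from the data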
Vif imaging: blocks HIV Vif function; HEK293T cells, Vif self-association by quenched fluorescence, imaging, 24 h; inhibition, % at 7.49 µM; actives 0.35% (n = 340,000); AID 602346; in the data active = inhibition above about 50%, passing the limit was not always enough; note: some results filed as inactive read as strong as hits
MC4R antagonist: antagonists of human melanocortin 4 receptor (MC4R) | MC4R-expressing cells, MTII-stimulated cAMP, LANCE TR-FRET | inhibition, % at 6.5 µM | actives 0.48% (n = 360,000);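 active = inhibition above its plate's cutoff, the mean of tested wells on that plate plus 3 SD, cut at about 29% in these data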;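 note: 0% = Melanotan II alone and 100% = Melanotan II plus saturating MCL0020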
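Assay system: human MC4R-expressing U2OS cells; reagent: Melanotan II stimulation of cells; dosing: 6.5 µM single dose; timing: compound 30 min, challenge 1 h, detection 1 h; signal: TR-FRET cAMP assay; replicates: one well per compound, no replicates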
TLR9-MyD88 inh: blocks human TLR9 binding to MyD88; Q9NR96+Q99836; CHO BLA complementation TLR9-MyD88, CCF4 FRET ratio; inhibition, % at 4.98 µM; actives 0.21% (n = 340,000); AID 504734;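 active = inhibition above the mean over all tested compounds plus 3 SD, cut at about 21% in these data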;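 note: 0% = DMSO only wells and 100% = clavulanate BLA inhibitor control wells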
aDG glyco up: alpha-DG glycosylation activation; Pro5-aDG cells, alpha-DG glycosylation AlphaScreen (IIH6); 0% Pro5, 100% B10-LARGE cell signal; activation, % at 10 µM; actives 0.22% (n = 360,000);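 active = activation of at least 8% versus controls, or a plate z-score of at least 8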;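 note: Pro5 are CHO cells carrying HIG-tagged alpha-DG that lacks glycosylation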
MC4R barr agon: human MC4R agonism via beta-arrestin; P32245; U2OS MC4R beta-arrestin complementation, luminescence; percent of melanotan II response, DMSO zero; activation, % at 8.9 µM; actives 0.98% (n = 360,000); AID 540308;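 active = activation above a per-plate cutoff, the mean activation of sample wells on that plate plus 3 SD, cut at about 8% in these data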
ABHD5 PLIN5 PPI: blocks binding of human ABHD5 to perilipin-5. Q00G26+Q8WTS1. Split G. princeps luciferase complementation, luminescence, 4 h. inhibition, % at 4 µM. actives 0.78% (n = 360,000). AID 602281;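 active = inhibition above the mean inhibition across every tested compound plus 3 SD, cut at about 22% in these data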;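 note: 0% = DMSO only wells and the 100% control is not disclosed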
Active calls of the source: *; x = no result given. Some of the compounds tested, so the mix of outcomes need not match the whole.

aDG glyco up	Exocytosis inh	TLR9-MyD88 inh	N-glyco inh	NOD2 RIPK2 PPI	MC4R antagonist	Vif imaging	MC4R barr agon	ABHD5 PLIN5 PPI	ABCB6 inh MLPCN	compound
-0.1	0	2	0	-5	6	0	1.1	2	100	Cc1cc(C)cc(OC(=O)CN2C(=O)c3ccccc3C2=O)c1
0.0	-2	-2	2	-6	-3	39	-1.4	4	95	COc1cc(OC)c(-c2nc3cnccc3n2C)cc1OC
0.2	-1	0	1	1	-2	-1	1.0	1	100	C=CCSc1nnc(CNC(=O)c2ccccc2C)n1C(C)C
-0.1	6	-3	0	2	9	-1	-2.7	2	99	O=C(Nc1ccc(N2CCN(C(=O)c3ccco3)CC2)cc1)c1ccco1
0.1	-5	-1	2	10	2	-1	-2.6	-8	101	O=C(COc1coc(CN2CCN(c3ccccc3F)CC2)cc1=O)NCC1CCCO1 (configuration not stated)
1.3	-1	-5	2	1	21	-10	1.7	-4	96	CCc1ccc(N2CC(C(=O)Nc3ccc(C)c(S(=O)(=O)N4CCOCC4)c3)CC2=O)cc1 (configuration not stated)
0.1	21	-1	5	-4	-8	x	0.3	2	99	Nc1nc(N)nc(-c2ccccc2)n1
3.1	-3	-7	8	3	-5	-3	2.1	4	90	Cc1c(-c2nc(N)nc(Nc3ccc(F)cc3)n2)oc2ccccc12
-0.2	-1	-11	0	-10	-1	3	-2.2	5	99	CCNC(=S)Nc1ccc(OC(F)(F)F)cc1
-0.1	8	3	1	-3	7	-2	0.4	1	102	COc1ccc(C)cc1NC(=O)CSc1nnnn1C1CCCC1
-0.1	0	6	1	-1	14	-3	-0.7	1	101	COc1cc(NC(C)=O)ccc1-c1cc2ccccc2oc1=O
-0.2	1	-2	1	6	5	-4	-2.4	-8	107	O=C(Nc1ccccc1)c1nc[nH]c1C(=O)N1CCN(c2ccccc2)CC1
2.5	1	8	1	-11	-3	1	-1.1	2	98	CCNc1nc(NCC)nc(N/N=C(\C)c2ccc(OC)cc2)n1
-0.2	-3	6	2	-3	0	-1	-3.0	3	99	Cc1ccc(/C=N/NC(=O)c2cccc(S(=O)(=O)N3CCOCC3)c2)o1
0.0	-8	x	3	-5	16	2	1.2	-7	102	O=C(CSc1nc2ncc(Cl)cc2[nH]1)c1ccc2c(c1)OCO2
0.1	0	3	0	-11	0	x	-2.8	-4	92	C=CCNC(=O)CSc1ccc(Cl)cc1
0.0	1	1	-16	-6	2	1	-2.0	0	89	Cc1cccn2cc(-c3cc4ccccc4oc3=O)nc12
0.0	3	1	0	3	7	-3	-1.1	7	103	COCc1ccc(C(=O)NC2CCSc3ccccc32)cc1 (configuration not stated)
0.0	2	1	0	2	-3	-11	-2.2	-2	94	CCc1nnc(NC(=O)c2ccc3nc(CC)c(CC)nc3c2)s1
0.0	-1	-10	-6	0	-2	0	-2.0	-6	104	CCN(CC)S(=O)(=O)c1ccc(-c2nnc3sc4cccc(C)c4n23)cc1

Next section.
aDG glyco up	Exocytosis inh	TLR9-MyD88 inh	N-glyco inh	NOD2 RIPK2 PPI	MC4R antagonist	Vif imaging	MC4R barr agon	ABHD5 PLIN5 PPI	ABCB6 inh MLPCN	compound
-0.1	4	-9	8	-4	-3	-10	-1.4	-3	94	CCNc1nc(Oc2ccc(=O)n(C)n2)nc(N2CCOCC2)n1
-0.3	-4	6	17	-10	5	8	-1.4	4	100	Cc1ccc(N2CC(C(=O)Nc3ccc(S(=O)(=O)N4CCOCC4)cc3)CC2=O)cc1Cl (configuration not stated)
-0.1	2	x	1	-10	7	-9	0.6	5	97	CCNC(=O)C1CCCN(C(=O)c2ccccc2OC(F)(F)F)CC1 (configuration not stated)
0.2	-4	-8	2	-19	0	x	-1.0	-1	98	COC(=O)[C@@]1(Cc2ccccc2)[C@H]2C(=O)N(C)C(=O)[C@H]2[C@H]2CN(C)C(=NCc3ccccc3)N21
-0.1	-2	-4	1	7	5	x	-0.5	0	109	Nc1[nH]ncc1C(=O)Nc1cccc(C(F)(F)F)c1
-0.5	4	0	1	0	1	-6	-0.4	-4	98	CC(C)OCCCNC(=O)c1c(N)n(/N=C/c2ccccn2)c2nc3ccccc3nc12
0.2	20	4	-4	-4	3	-3	-1.2	3	95	O=C(COc1c(Cl)cccc1Cl)Nc1ccccc1N1CCCC1
-0.4	-8	2	-1	4	19	10	11*	0	100	Cc1ccc(C)c(OCCn2cc(/C=C(\C#N)C(=O)NCc3ccco3)c3ccccc32)c1
-0.2	-1	0	2	-2	5	6	-2.0	-10	95	O=C(COC(=O)c1ccc(S(=O)(=O)C(F)F)cc1)Nc1cccnc1Cl
0.2	2	-2	0	8	0	4	-1.2	-6	100	Cc1[nH]nc2c1C(c1ccc(F)cc1)C(C#N)=C(N)O2 (configuration not stated)
0.3	14	1	0	-2	9	16	19*	2	97	COc1ccccc1NC(=O)COC(=O)c1ccc2c(c1)OCCO2
-0.2	0	6	-3	-1	2	-1	-2.4	-1	101	COc1ccc(C(=O)N2CCOCC2)cc1S(=O)(=O)N1CCCc2ccccc21
0.3	-4	-4	-1	-9	8	-12	0.6	-2	95	O=C(CN1C(=O)C2CCCCC2C1=O)Nc1cc(C(F)(F)F)ccc1N1CCCC1 (configuration not stated)
0.0	-2	-11	-1	2	16	6	-1.1	-2	108	COc1ccc(C2(C(=O)Nc3nncs3)CCCC2)cc1
-0.1	4	6	2	-13	-4	-11	-1.4	7	94	CC1CN(Cc2cc(=O)n3ccsc3n2)CC(C)O1 (configuration not stated)
0.0	1	-7	-5	5	13	3	-1.5	-1	101	Cc1nonc1CC(=O)N1CCCC(C(=O)c2ccc(Cl)cc2)C1 (configuration not stated)
-0.1	1	5	3	-7	1	-2	-2.3	-7	117	Cc1ccc2[nH]c(=O)c(C(c3nnnn3CC3CCCO3)N3CCc4ccccc4C3)cc2c1 (configuration not stated)
0.0	-3	-3	-1	11	4	-8	-1.8	-3	98	CC(=O)NC1(C(F)(F)F)NC(=O)N(CCc2ccccc2)C1=O (configuration not stated)
-0.3	-5	-6	-2	-5	16	1	0.1	-8	95	c1nc(N2CCN(Cc3ccc4c(c3)OCO4)CC2)c2[nH]cnc2n1
0.2	-1	-6	-10	-1	9	-5	1.1	-11	96	O=[N+]([O-])c1ccc(NC(=S)NCc2ccc(F)cc2)cc1

13 neighbouring entries from above, quoted:
aDG glyco up	Exocytosis inh	TLR9-MyD88 inh	N-glyco inh	NOD2 RIPK2 PPI	MC4R antagonist	Vif imaging	MC4R barr agon	ABHD5 PLIN5 PPI	ABCB6 inh MLPCN	compound
-0.1	8	3	1	-3	7	-2	0.4	1	102	COc1ccc(C)cc1NC(=O)CSc1nnnn1C1CCCC1
-0.1	0	6	1	-1	14	-3	-0.7	1	101	COc1cc(NC(C)=O)ccc1-c1cc2ccccc2oc1=O
-0.2	1	-2	1	6	5	-4	-2.4	-8	107	O=C(Nc1ccccc1)c1nc[nH]c1C(=O)N1CCN(c2ccccc2)CC1
2.5	1	8	1	-11	-3	1	-1.1	2	98	CCNc1nc(NCC)nc(N/N=C(\C)c2ccc(OC)cc2)n1
-0.2	-3	6	2	-3	0	-1	-3.0	3	99	Cc1ccc(/C=N/NC(=O)c2cccc(S(=O)(=O)N3CCOCC3)c2)o1
0.0	-8	x	3	-5	16	2	1.2	-7	102	O=C(CSc1nc2ncc(Cl)cc2[nH]1)c1ccc2c(c1)OCO2
0.1	0	3	0	-11	0	x	-2.8	-4	92	C=CCNC(=O)CSc1ccc(Cl)cc1
0.0	1	1	-16	-6	2	1	-2.0	0	89	Cc1cccn2cc(-c3cc4ccccc4oc3=O)nc12
0.0	3	1	0	3	7	-3	-1.1	7	103	COCc1ccc(C(=O)NC2CCSc3ccccc32)cc1 (configuration not stated)
0.0	2	1	0	2	-3	-11	-2.2	-2	94	CCc1nnc(NC(=O)c2ccc3nc(CC)c(CC)nc3c2)s1
0.0	-1	-10	-6	0	-2	0	-2.0	-6	104	CCN(CC)S(=O)(=O)c1ccc(-c2nnc3sc4cccc(C)c4n23)cc1
-0.1	4	-9	8	-4	-3	-10	-1.4	-3	94	CCNc1nc(Oc2ccc(=O)n(C)n2)nc(N2CCOCC2)n1
-0.3	-4	6	17	-10	5	8	-1.4	4	100	Cc1ccc(N2CC(C(=O)Nc3ccc(S(=O)(=O)N4CCOCC4)cc3)CC2=O)cc1Cl (configuration not stated)

Further structures:
aDG glyco up	Exocytosis inh	TLR9-MyD88 inh	N-glyco inh	NOD2 RIPK2 PPI	MC4R antagonist	Vif imaging	MC4R barr agon	ABHD5 PLIN5 PPI	ABCB6 inh MLPCN	compound
-0.1	1	-4	1	8	6	-3	-2.6	-4	99	O=C(c1ccc(F)cc1F)N1CCC(N2CCC(C(=O)N3CCOCC3)CC2)CC1
0.2	6	-3	0	-1	-2	9	-2.0	-4	95	CCCn1c(C2CCCN2c2nc(-c3cccc(Br)c3)cs2)nc2cc(Cl)c(Cl)cc21 (configuration not stated)
0.3	2	-6	-4	-8	8	-1	-1.4	-4	95	Cc1ccccc1NC(=S)N(Cc1ccccn1)Cc1ccccc1Cl
0.6	-28	2	0	1	13	-4	-4.6	2	92	S=C(Nc1ccccc1Oc1ccccc1)NC1CCCC1
-0.4	0	-6	4	4	5	-2	-1.7	-10	100	COc1cccc(C(=O)NC(=S)Nc2ccc(N3CCCC3)cc2)c1
0.1	-6	-4	0	-1	18	-1	-1.3	0	101	S=C(Nc1ccccc1)NC1CCN(Cc2ccccc2)CC1
0.2	-15	-15	0	-4	9	0	-1.4	1	101	CC(C)=CC(=O)N1CCCC(N2CCN(c3ccccc3C)CC2)C1 (configuration not stated)
0.5	-1	-2	-1	-1	13	-9	-0.5	3	96	CCOC(=O)N1CCN(c2cc(C)c([N+](=O)[O-])cc2F)CC1
0.0	8	-10	-2	-4	-2	22	-0.5	-5	101	Cc1ccc(C(=O)CN2C(=O)NC3(CCCCC3C)C2=O)s1 (configuration not stated)
0.7	0	-3	-3	-12	4	-9	-0.9	4	100	C=CCN1C(=O)/C(=C\c2ccc(Oc3nc(N4CCOCC4)nc(N4CCOCC4)n3)c(OC)c2)SC1=S
0.1	0	-7	1	-4	4	0	-1.3	4	110	CC(Sc1n[nH]c(N)n1)C(=O)Nc1cccc(S(=O)(=O)N2CCOCC2)c1 (configuration not stated)
0.0	-4	3	2	1	3	0	-1.6	1	102	Cc1cc(C(=O)NNC(=O)c2ccc(C(F)(F)F)cc2)no1
0.1	1	2	1	-3	14	-9	3.2	-2	97	CC(C)CCOCC1CC2(CC(C)(c3csc(N)n3)OC2=O)C(=O)O1 (configuration not stated)
0.0	5	-3	0	-1	4	3	0.0	9	97	CCCCNc1ncnc2sc3c(c12)CCN(CCC)C3
-0.1	-3	-10	1	-1	0	2	-1.0	8	100	O=C(COC(=O)c1ccc2c(c1)OCCO2)NCCc1ccc(F)cc1
0.0	0	-3	0	-16	2	16	15*	-2	100	COc1cc(NC(=O)c2ccc(-c3ccc(Br)cc3)o2)ccc1NC(=O)C(C)C
